A-T KAP1 phos = qHTS Assay for Identifying a Potential Treatment of Ataxia-Telangiectasia; […] A-T fibroblasts, KAP-1 phosphorylation AlphaLISA; neocarzinostatin DNA damage 30 min before lysis; 320,000 compounds, 0.19% hits; Potency, µM (highest dose often 57.5 µM), without a hit: top-dose activation, hits mostly activators; note: potency is the fitted concentration of half-maximal effect; % of control where 0% means no effect; nearly all actives have a fitted effect of over 45% in size
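ATM-like activity read as KAP-1 phosphorylation via AlphaLISA donor/acceptor antibody pairs after lysis and 6 hr at 25C. Cells were ATM-null patient fibroblasts ([…], hTERT), dosed 60 min, then exposed to the DSB inducer NCS for 30 min.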
a7 integrin act = qHTS for Activators of Integrin-Mediated Alleviation for Muscular Dystrophy. 350,000 compounds, 0.064% hits. Potency, µM (highest dose often 38.3 µM), for the others: at the top dose activation, hits mostly activators. alpha7betagal myoblasts, beta-gal FDG fluorescence, 48 h. AID 624291, 2012;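 note: potency is the fitted concentration of half-maximal effect; 100% = response of the positive control SU9516; nearly all actives have a fitted effect of over 60% in size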
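Alpha7betagal+/- myoblasts (passage 13) were plated 16-24 hr, then exposed to compounds (1:260 dilution of DMSO stock) for 48 hours at 37C. After MPER lysis, β-galactosidase reporter activity was read as FDG fluorescence (ex 480/em 540) after 30 minutes.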
Chronic BCR inh = qHTS Assay to Find Inhibitors of Chronic Active B-Cell Receptor Signaling. ABC-DLBCL IkBa-CBG/CBR reporter, luminescence ratio, 4 h. Potency, µM (series often up to 46.1 µM), inactives show top-dose ratio change, negative = lower green/red ratio, usual class: inhibitors. AID 493014, 2011. 340,000 compounds, 0.05% hits; active = well fitted inhibition curve with a large enough effect in the signal ratio, with a control signal flat, not every such curve was filed as active; inconclusive = small, poorly fitted or top-dose-only effect, or effect the other way, or a change in a side signal; the % refers to the signal ratio;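 note: potency is the fitted concentration of half-maximal effect; plate controls were basal doxycycline-induced cells for no effect and cells given 10 µM MG132 for full effect; MG132 reads +100%, hits lower the ratio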
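Concentration-response series (up to 46 uM) were applied to TMD8 dual-reporter cells for 4 h at 37C with doxycycline. Green/red ratio, after filter-overlap correction, defined %Activity; red signal alone was normalised to basal cells and zero luminescence.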
Mito fusion yeast = qHTS Assay for Small Molecule Inhibitors of Mitochondrial Division or Activators of Mitochondrial Fusion; S. cerevisiae fusion-defective mutant growth rescue, CellTiterGlo 48 h; Potency, µM (titrated, usually from 46.1 µM), for the others: top-dose growth rescue (activation), most hits filed as activators; 320,000 compounds, 0.23% hits;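 note: potency is the fitted concentration of half-maximal effect; % of control where 0% means no effect; nearly all actives have a fitted effect of over 45% in size; temperature-sensitive fusion mutants such as fzo1-1 at 37 °C on non-fermentable ethanol glycerol medium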
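Luminescent cell viability in 1536-well qHTS format served as the measure of rescued growth in ts fusion-mutant S. cerevisiae cultured on non-fermentable YPEG for 48 hours at 37C.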
ASM inhibitor = Inhibitors of Secretory Acid Sphingomyelinase (S-ASM): qHTS; Sphingomyelin phosphodiesterase (Homo sapiens), P17405; placental ASM, HMU-PC fluorogenic substrate, 60 min; Potency, µM (top dose mostly 57.5 µM), without a hit: top-dose activity change, negative = inhibition, usual class: inhibitors; 340,000 compounds, 0.006% hits; AID 504937, 2011; note: potency is the fitted concentration of half-maximal effect
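Human placenta-derived ASM enzyme was preincubated with compound for 10 minutes at room temperature, then given fluorogenic substrate HMU-PC0 (9 uM final) for 60 minutes at 37 °C; a pH 10 stop preceded fluorescence reading at Ex 386/Em 447 nm.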
TCR activator = Activators of T cell receptors: qHTS campaign; 330,000 tested, under 10 active; AID 504894, 2011; primary human leukocytes, anti-CD3, IL-2 HTRF, 48 h; Potency, µM (titrated, usually from 9.22 µM), inactives show at the highest dose activation of IL-2 secretion, usual class: activators; note: % of control where 0% means no effect
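Human primary leukocytes + a-CD3 beads + cpd, 48 hr; IL-2 in supernatant by HTRF (ex 320nm / em 665nm). No co-stimulatory signal supplied.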
TSHR antag = Antagonists of the Thyroid Stimulating Hormone Receptor: HTS campaign. Thyrotropin receptor (Homo sapiens), P16473. TSHR-expressing cells, TSH-stimulated cAMP HTRF, 2 h; hits give low values. activity change, negative = inhibition, % at 11.5 µM. 330,000 compounds, 0.2% hits;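 active = activity change below a set negative limit, meaning inhibition stronger than a set level, cut at about -70% in these data; inconclusive = activity change between two set negative limits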; note: % is set by controls: 0 for no effect and ±100 for the full control effect
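Cell-based HTRF cAMP assay; TSHR cells + compound, TSH EC80 (4nM final), 2 h, 37 deg C. Lysis with anti-cAMP cryptate and cAMP-d2, 30 min RT, read 665/620 nm.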
PTAP TSG101 blk = qHTS Assay for Iinhibitors of HIV-1 Budding by Blocking the Interaction of PTAP/TSG101; 340,000 tested, under 10 active; Fluorescence polarization, FITC-PTAP peptide / Tsg101 binding; Potency, µM (top dose mostly 115 µM), without a hit: top-dose activity change, negative = inhibition, most hits filed as inhibitors; AID 493005, 2010; active = well fitted inhibition curve with a large enough effect in the main read-out, with a control signal flat, not every such curve was filed as active; inconclusive = small, poorly fitted or top-dose-only effect, or effect the other way, or a change in a side signal; inactive = no such curve, though single readings can be large or run the other way; note: potency is the fitted concentration of half-maximal effect; % of control where 0% means no effect
Target sequence (Q99816 whole entry, looked up): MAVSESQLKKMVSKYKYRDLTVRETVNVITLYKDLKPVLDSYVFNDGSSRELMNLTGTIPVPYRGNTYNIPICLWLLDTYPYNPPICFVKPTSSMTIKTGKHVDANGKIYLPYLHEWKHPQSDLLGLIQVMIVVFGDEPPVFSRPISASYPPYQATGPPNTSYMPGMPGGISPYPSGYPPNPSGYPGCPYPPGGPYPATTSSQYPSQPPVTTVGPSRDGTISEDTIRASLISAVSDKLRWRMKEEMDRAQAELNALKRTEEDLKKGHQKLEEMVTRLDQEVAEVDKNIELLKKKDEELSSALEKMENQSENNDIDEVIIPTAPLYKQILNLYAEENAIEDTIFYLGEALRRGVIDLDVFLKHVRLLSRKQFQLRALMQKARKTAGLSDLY
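Steps: Tsg101 binding domain dispensed (10 uM final), compounds pinned in DMSO, FITC-labeled PTAP-motif peptide added (50 nM final); after 20 min binding at room temperature, polarization measured.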
ELG1 repair inh = qHTS screen for small molecules that inhibit ELG1-dependent DNA repair in human embryonic kidney (HEK293T) cells expressing luciferase-tagged ELG1. HEK293T ELG1-luciferase reporter, luminescence, 16 h; DNA damage induced by 5-fluorouridine. Potency, µM (highest dose often 46.1 µM), for inactives: at the top dose activity change, negative = inhibition, hits mostly inhibitors. 330,000 compounds, 2.3% hits. AID 504467, 2011; note: potency is the fitted concentration of half-maximal effect; % is set by controls: 0 for no effect and ±100 for the full control effect; nearly all actives have a fitted effect of over 55% in size
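Reporter activity after DNA damage by 5-fluorouridine is monitored. Compound-treated cells incubate 16 hr at 37 °C, then ONE-Glo is added for 30 min before luminescence reading.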
Eya2 inh = qHTS Assay for Inhibitors of the Phosphatase Activity of Eya2 | Protein phosphatase EYA2 (Homo sapiens), O00167 | recombinant Eya2, OMFP fluorescence dephosphorylation (OMFP is methylfluorescein phosphate) | Potency, µM (titrated, usually from 76.9 µM), for the others: at the highest dose activity, negative = inhibition, actives largely listed as inhibitors | 330,000 compounds, 0.006% hits | AID 488837, 2010; note: potency is the fitted concentration of half-maximal effect; % is set by controls: 0 for no effect and ±100 for the full control effect
Target sequence (O00167 whole entry, looked up): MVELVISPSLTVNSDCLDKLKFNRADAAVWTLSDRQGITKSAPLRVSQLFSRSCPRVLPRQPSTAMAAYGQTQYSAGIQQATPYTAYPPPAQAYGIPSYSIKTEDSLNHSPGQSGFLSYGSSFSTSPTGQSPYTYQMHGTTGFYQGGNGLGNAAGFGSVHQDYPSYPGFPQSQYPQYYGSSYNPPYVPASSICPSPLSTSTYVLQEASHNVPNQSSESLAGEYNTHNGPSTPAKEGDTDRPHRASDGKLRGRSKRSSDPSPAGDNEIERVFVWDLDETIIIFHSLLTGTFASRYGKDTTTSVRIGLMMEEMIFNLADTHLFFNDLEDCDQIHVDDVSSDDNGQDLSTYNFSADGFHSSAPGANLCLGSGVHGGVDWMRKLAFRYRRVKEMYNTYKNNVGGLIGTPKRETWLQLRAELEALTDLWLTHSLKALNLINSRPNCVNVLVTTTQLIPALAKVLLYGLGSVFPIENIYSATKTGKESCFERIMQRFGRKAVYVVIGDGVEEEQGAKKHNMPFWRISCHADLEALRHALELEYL
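Eya2 (0.2 uM) preincubated 10 min at ambient with compound, then OMFP substrate added at 50 uM; 10 min reaction in 50 mM HEPES pH 7.5, 50 mM NaCl, 5 uM MgCl2, 0.05% BSA, 1 mM DTT. Fluorescence read at Ex 485/Em 525 nm.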
Tb PFK inh = qHTS Assay to Find Inhibitors of T. brucei phosphofructokinase. Potency, µM (series often up to 57.5 µM), for the others: top-dose activity, negative = inhibition, most hits filed as inhibitors. T. brucei PFK, ADP-Glo luminescence. 330,000 compounds, 0.17% hits. AID 485367, 2010;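 note: potency is the fitted concentration of half-maximal effect; 0% = uninhibited 1x PFK enzyme wells and -100% = no-enzyme wells; nearly all actives have a fitted effect of over 60% in size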
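ADP-Glo luminescence quantified ADP after 45 min at room temperature, with 1.25 nM T. brucei PFK, 0.1 mM ATP and 0.5 mM fructose-6-phosphate in pH 8.0 TEA buffer. qHTS titrations up to 57 µM; curves classified by quality.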
* hit, by the source's call; u = inconclusive; x = not tested or not shown; [ ] = another dose, or the depositor's remark. Unless noted, calls come from the whole dose curve; as a rule, active = well fitted curve in the direction sought with a large enough effect; inconclusive = small, poorly fitted or top-dose-only effect, or another doubt; inactive = no such curve, though single readings can be large; an effect the other way counts as inactive or inconclusive.

smiles	a7 integrin act	Mito fusion yeast	ELG1 repair inh	TCR activator	Chronic BCR inh	Tb PFK inh	ASM inhibitor	TSHR antag	PTAP TSG101 blk	A-T KAP1 phos	Eya2 inh
C/C(=N\NC(=O)c1ccc(C)cc1)c1c(C)[nH]n(-c2ccccc2)c1=O	-4%	0%	u	-2%	u	1%	10%	7	-1%	-3%	1%
CN(Cc1nc(-c2cnccn2)no1)CC(O)c1ccccc1 (centres undefined)	0%	-1%	-6%	-3%	-4%	3%	11%	-3	-2%	3%	-3%
COc1ccc(S(=O)(=O)Cc2ccc(C(=O)N3CCCC3)o2)cc1	0%	-4%	-1%	-16%	14%	-2%	3%	19	-5%	-30%	7%
COc1cccc(C(=O)NN2C(=O)C3C4C=CC(O4)C3C2=O)c1 (centres undefined)	4%	-1%	-4%	-6%	u	27%	2%	7	-7%	-1%	-26%
Cc1cccc(CNC(=O)C2CCC(=O)N(C3CC3)C2)c1 (centres undefined)	-3%	-1%	u	10%	1%	0%	1%	-6	-2%	5%	-3%
Cc1ccc(CC(NC(=O)c2ccc(C)cc2)C(=O)O)cc1 (centres undefined)	16%	x	23%	2%[46.1 µM]	-2%	-7%	-4%	7	-1%	12%	8%
Cc1sc2ncnc(N3CCN(Cc4ccccc4)CC3)c2c1-c1ccc(F)cc1	0%	6%	-22%	3%	-7%	0%	1%	-7	-1%	3%	3%
O=C(c1ccc(Cl)c(S(=O)(=O)N2CCCC2)c1)N1CCN(c2ccc(F)cc2)CC1	-27%	1%	21µM*	11%	0%	-16%	-3%	-5	0%	2%	2%
Cc1onc(-c2ccccc2Cl)c1C(=O)N1CC(C)CC(C)C1 (centres undefined)	-18%	14%	u	14%	10%	-26%	5%	-8	0%	-5%	u
COc1ccc(C(CNC(=S)NCc2ccccc2)N2CCCC2)cc1 (centres undefined)	19%	-12%	u	-7%	5%	-1%	5%	5	-1%	-3%	7%
O=C(Nc1cc(C(F)(F)F)ccc1Cl)c1cccnc1	40%	2%	-7%	1%	u	0%	6%	0	1%	-2%	4%
CCCn1c(SCC(=O)N2c3ccc(F)cc3CCC2C)nnc1-c1ccccn1 (centres undefined)	-30%	7%	u	3%[46.1 µM]	-2%	1%	1%	4	-9%	5%	0%
CC(C)(C)OC(=O)C[C@@H]1C/C=C\C[C@H](CC(=O)NCCO)C(=O)N2CCC[C@H]2COC1=O	29%	x	u	-4%	0%	-26%	-2%	-2	x	7%	8%
COc1ccc(O)c(-c2cc(C(F)(F)C(F)F)nc(-c3ccccc3)n2)c1	13%	-3%	0%	-5%	3%	4%	23%	-8	1%	-9%	-19%
CC1CCCN(C(=S)NC2CCCC2)C1 (centres undefined)	3%	-7%	6%	-2%	u	0%	-2%	-2	-1%	2%	3%
Cc1ccc(C2CCN(C(=O)Nc3ccccc3)C2)cc1 (centres undefined)	1%	-1%	u	-2%	u	-2%	1%	11	-2%	10%	1%
CN(C)Cc1c(O)ccc2occ(C(=O)c3ccc(F)cc3)c12	0%	-3%	u	0%	-14%	0%	-3%	14	0%	-11%	0%
Cc1oc2nc(SCCCC(=O)NCCCO)nc(N)c2c1C	0%	-4%	19%	4%	u	0%	1%	135	-7%	-19%	-9%
CCOC(=O)C1=NN(C(C)=O)C2(CC(=O)N(c3ccc(C)c(C)c3)C2=O)C1 (centres undefined)	9%	-10%	u	5%[46.1 µM]	0%	-5%	3%	-3	-10%	7%	1%
CC(NC(=O)CC1Sc2ccccc2NC1=O)c1ccccc1 (centres undefined)	-15%	12%	-16%	-6%	5%	-1%	0%	-20	-5%	1%	15%
COc1ccc(N(CC(=O)NCc2ccc(F)cc2)S(=O)(=O)c2c(C)noc2C)cc1	-11%	6%	12%	-1%	-6%	-3%	2%	-7	-5%	11%	-3%
CN1C(=O)[C@@H]2C[C@@]3([C@@]45C[C@H]6C(=O)N(C)[C@@H](Cc7ccccc7)C(=O)N6[C@@H]4Nc4ccccc45)c4ccccc4N[C@H]3N2C(=O)[C@@H]1Cc1ccccc1	1%	-1%	u	10%	5%	0%	7%	-3	-7%	-6%	2%
CCOc1nc(C)ccc1-c1noc(CC)n1	15%	-2%	14%	4%[46.1 µM]	6%	-2%	6%	1	-10%	x	3%
O=C(c1ccc2c(c1)OCO2)C1CCCN(Cc2ccc3cccc(F)c3n2)C1 (centres undefined)	2%	1%	-9%	-1%	-3%	1%	-1%	-14	0%	8%	2%
O=C(CN1CCN(C(=O)CN2C(=O)NC3(CCCC3)C2=O)CC1)Nc1cccc(F)c1	-21%	-2%	-3%	2%	2%	-7%	4%	3	-2%	-9%	-5%
O=C(NC1CCCCC1)NC1CCN(S(=O)(=O)Cc2ccccc2)CC1	-4%	0%	-2%	-1%	0%	-1%	0%	6	0%	-14%	-14%
CCc1ccccc1-n1c(SCC(=O)Nc2ccc3c(c2)OCCO3)nc2[nH]ncc2c1=O	21%	-1%	u	-2%	-17%	6%	12%	0	-16%	1%	-25%
Clc1cccc(Cl)c1COc1ccccn1	14%	-5%	-1%	-65%	-5%	-10%	3%	2	-3%	5%	-7%
COCCCN(CC(=O)Nc1ccc(N2CCOCC2)cc1)S(=O)(=O)c1ccc(Cl)cc1	0%	-3%	-8%	4%	-17%	5%	-2%	11	-2%	0%	-12%
Cc1nn(C)c(C)c1S(=O)(=O)N(CC(=O)NCCN1CCOCC1)c1ccc(C(C)C)cc1	0%	-2%	-4%	-1%[46.1 µM]	-8%	0%	-2%	3	-2%	0%	-14%
COCCN(C(=O)c1ccc(OCC(C)C)cc1)c1c(N)n(Cc2ccccc2)c(=O)[nH]c1=O	19%	-4%	13%	-3%	-9%	-4%	3%	7	-5%	-2%	-5%
CCCCOc1ccc(C(O)(CCC)CCN2CCOCC2)cc1 (centres undefined)	-7%	-28%	-8%	2%	0%	-10%	-1%	-2	-3%	2%	-5%
O=C(CCc1nc2ccccc2[nH]c1=O)OCC(=O)N1CCc2ccccc21	7%	6%	6%	x	-4%	-1%	0%	-5	1%	6%	-4%[15.4 µM]
COCCN(C(=O)COC(=O)Cc1cccc2ccccc12)c1c(N)n(Cc2ccccc2)c(=O)[nH]c1=O	4%	-3%	-1%	6%	-6%	-1%	-2%	9	-1%	11%	-2%
O=C(COC(=O)c1ccc2c(c1)OCCO2)NCCC1=CCCCC1	14%	u	u	8%	0%	-4%	0%	-9	-2%	-8%	-6%
Cc1cccc(NC(=O)CNCC(=O)Nc2cccc(C)c2C)c1C	0%	4%	8%	-11%	-1%	-12%	4%	2	1%	2%	-18%
O=C1C=C(c2ccc(OC(F)(F)F)cc2)C[C@@H](c2ccc(F)cc2)C1	-8%	23%	2%	4%	u	-3%	-12%	-23	-2%	26%	-28%
CC(C(=O)N1CCc2ccccc21)N(C)CC(=O)Nc1cccc(F)c1 (centres undefined)	-4%	5%	0%	3%	2%	2%	0%	10	-4%	5%	10%
CC(C)NC(=O)CN1C(=O)C(C)(C)Oc2ccc(C(=O)NC3CCCCC3)cc21	-37%	0%	-2%	1%	4%	-2%	4%	6	-4%	-5%	3%
CSc1ccccc1NC(=S)NC1CCCCC1	-42%	-14%	1%	5%	2%	-2%	0%	-5	-2%	-8%	0%
